# Bioassay records (PubChem)
# mcGAS MS inh: mouse cGAS inhibition by mass spec. recombinant mouse cGAS, cGAMP by RapidFire MS. 130,000 tested, 0.18% active. AID 1259397. inhibition, % at 12.5 µM;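 active = inhibition of cGAS enzyme activity at or above 60%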;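 also: enzyme stimulated by 45 bp dsDNA with ATP and GTP substrates; cGAMP share of summed cGAMP plus half ATP and half GTP signals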
# Target sequence (Q8C6L5 whole entry, looked up): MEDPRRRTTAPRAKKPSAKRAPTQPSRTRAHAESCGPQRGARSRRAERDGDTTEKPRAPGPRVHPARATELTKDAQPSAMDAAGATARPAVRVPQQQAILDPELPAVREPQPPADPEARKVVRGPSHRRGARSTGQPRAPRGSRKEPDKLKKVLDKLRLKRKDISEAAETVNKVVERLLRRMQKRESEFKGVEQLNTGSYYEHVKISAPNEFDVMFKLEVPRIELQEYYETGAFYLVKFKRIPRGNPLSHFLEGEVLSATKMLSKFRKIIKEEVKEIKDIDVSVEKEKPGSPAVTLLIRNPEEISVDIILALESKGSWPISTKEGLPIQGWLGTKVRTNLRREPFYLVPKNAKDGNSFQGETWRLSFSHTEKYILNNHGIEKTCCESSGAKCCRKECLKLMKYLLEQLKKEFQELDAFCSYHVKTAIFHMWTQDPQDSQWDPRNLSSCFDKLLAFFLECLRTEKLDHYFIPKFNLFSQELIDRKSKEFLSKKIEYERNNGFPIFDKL
# Starred values were filed as active, the others as inactive; & = joins results of further samples. Only part of the results is shown; count on the stated rates, not on these rows.
mcGAS MS inh | structure
-9 | COc1ccc(N2CCN(C(=O)C3CC=CCC3C(=O)NC(c3ccccc3)c3ccccc3)CC2)cc1 (configuration not stated)
4 | Cc1cc2nc(CN3CCc4onc(-c5ccccc5)c4C3)cc(=O)n2[nH]1
-7 | CSc1ccc(CN2C(=O)C(C)ON=C2c2ccncc2)cc1 (configuration not stated)
-7 | Cc1noc(C)c1CSCC(=O)N1CCCc2c(F)cc(F)cc21
-14 | COc1ccc2[nH]c(C(=O)N3CC[C@H]4CC[C@@H](C3)N4)cc2c1
-2 | COc1cc(CC(=O)N2CCOC(COc3ccccc3OC)C2)cc(OC)c1 (configuration not stated)
-10 | CC(=O)c1cc(C(=O)N2CCN(CC3CCCO3)CC2)n(C)c1 (configuration not stated)
-7 | COc1cc(CO)ccc1OCc1nnc(-c2ccc(Br)cc2)o1
-3 | COc1ccc(/C(C)=N\OCC(=O)N2CCOC(COc3ccccc3OC)C2)cc1 (configuration not stated)
-4 | O=C(NC1CCCCC1)O/N=C\c1ccc(F)cc1
-11 | Nc1nc(SCC(=O)NCCCO)nc2sc3c(c12)CCC3
-4 | CCNc1nc(NC(C)C)nc(SCCOc2ccccc2)n1
6 | C[C@H](C(=O)NCC1CCCCC1)N1Cc2ccc(N3CCOCC3)nc2C1=O
-11 | COc1ccc(CCN2C(=O)NC(C)(C3CCN(C(=O)c4ccc5ncccc5c4)CC3)C2=O)cc1 (configuration not stated)
4 | CCCCN1C(=O)CCc2cc(NC(=O)c3ccc(Cl)cc3)ccc21
-4 | CCCC(=O)N1CCN(c2ncnc3c2nnn3CC)CC1
-6 | CCCNCc1sccc1C
-6 | CC(C(=O)O)n1ccc2c(cnc3ncnn32)c1=O (configuration not stated)
3 | COCCNC(=O)CNS(=O)(=O)c1ccc(F)cc1Cl
-10 | CCNc1cc(C)nc(N2CCN(C(=O)Nc3ccccc3)CC2)n1
4 | CC(=O)Nc1ccc(CNc2nc3cc(-c4ccsc4)sc3c(=O)n2C)cc1
11 | COc1ccc(OC)c(CN2CCN(Cc3nc4ccc(Cl)cc4c(=O)[nH]3)CC2)c1
-3 | O=C1OC(c2ccccc2)c2ccc3ccccc3c21 (configuration not stated)
5 | O=C(CCNS(=O)(=O)c1ccc(F)c(Cl)c1)NC1=NCCS1
-2 | CC1(C)Cc2cc(CNC(=O)C3CCC(=O)N(CCc4ccccn4)C3)ccc2O1 (configuration not stated)
-4 | Cc1nc2ccccc2nc1N1CCN(S(=O)(=O)c2ccccc2C#N)CC1
0 | O=c1[nH]c(CN(CCO)Cc2nc3sccc3c(=O)[nH]2)nc2sccc12
-1 | CCOc1ccc(-c2n[nH]c(=S)o2)cc1
-6 | CC(NC=CC(=O)C(F)(F)F)C(=O)OC(C)(C)C (configuration not stated)
-6 | COCC(=O)NNS(=O)(=O)c1ccc([N+](=O)[O-])cc1
43 | Cn1c(=S)[nH]c2scc(-c3cccs3)c2c1=O
-1 | CCOC(=O)c1c(C2CC2)csc1NC(=O)c1cnc(C)cn1
-4 | FC(F)(F)CC[n+]1cccc2ccccc21
-1 | Cc1cc2occ(CC(=O)N3CCN(C(=O)N(C)C)CC3)c2cc1C(C)C
-8&4 | Cc1noc(COCC(=O)Nc2ccc(Cl)cc2Cl)n1
-12 | COc1cc(OC)cc(C(=O)N2CCCC(Nc3cc(C)ccc3OC)C2)c1 (configuration not stated)
1 | O=C(Cn1c(SCCOc2ccccc2)nc2ccccc21)N1CCOCC1
-3 | COc1ccc(-n2c(O)c(Cc3ccccc3)c(=O)n3nc(-c4ccccc4)c(=O)cc23)cc1
-9&4 | CC12CS(=O)(=O)CC1SC(=S)N2c1cccc(O)c1 (configuration not stated)
-17 | CC(C(=O)NC1CC1)N1CCOC(c2cccc(Br)c2)C1 (configuration not stated)
-1 | COc1ccc(C(=O)NC2CC2)cc1OC1CCN(CC2CC=CCC2)CC1 (configuration not stated)
7 | CCS(=O)(=O)c1ccc2c(c1)N(Cc1ccc(F)c(Cl)c1)C(=O)C(C)O2 (configuration not stated)
-31 | O=C1CCC(NCc2ccc(C(=O)N3CCCC3)cc2)CCN1CC1CC1 (configuration not stated)
4&5 | Cc1ccc(O)c(-n2nc3ccccc3n2)c1
-2 | CCc1nc2cc(NC(=O)CC3CCCCC3)ccc2o1
-8 | CN1CCC(Oc2ccccc2Sc2ccccc2)CC1
-5 | CSCCc1ccc(NC(=O)N2CCSCC2)cc1
-2 | Cc1csc(NC(=O)C2CCN(C(=O)CCc3c(F)cccc3F)CC2)n1
-16 | CC(C)C1CN(Cc2nccn2C)CCC(=O)N1CC1CC1 (configuration not stated)
-2 | CCC1=NN(C(=O)COc2ccccc2C)C(O)(c2ccncc2)C1 (configuration not stated)
-15 | O=C(CNc1ccccc1N1CCC(O)CC1)N1CCc2sccc2C1
-12 | O=C1NCC(c2ccc(Cl)cc2)Cc2[nH]c(-c3ccoc3)nc21 (configuration not stated)
-13 | CCCCCCCCCCCCCCCC(=O)C(F)(F)F
7 | CCn1nc(C)cc1C(=O)N(CCc1cccc(F)c1)C1CC1
-2 | C/C=C(\C)C(=O)N1CCC2(CCN(C)C2=O)CC1
-18 | COc1ccc(-c2cc(CC(=O)O)no2)cc1

# An excerpt from above in order of length of the SMILES, rising:
mcGAS MS inh | structure
-2 | Cc1csc(NC(=O)C2CCN(C(=O)CCc3c(F)cccc3F)CC2)n1
11 | COc1ccc(OC)c(CN2CCN(Cc3nc4ccc(Cl)cc4c(=O)[nH]3)CC2)c1
-11 | COc1ccc(CCN2C(=O)NC(C)(C3CCN(C(=O)c4ccc5ncccc5c4)CC3)C2=O)cc1 (configuration not stated)

# (next part)
mcGAS MS inh | structure
8 | CCC(C(=O)N1CCn2c(C(N)=O)cnc2C1)n1cccn1 (configuration not stated)
-6 | Cc1c(C)c(C)c(S(=O)(=O)NCCC(=O)N2CCOCC2(C)C)c(C)c1C
-1 | CC(NC(=O)C(C)n1cccn1)c1ccc(Cl)cc1Cl (configuration not stated)
-7 | CN(CCOc1ccccc1)C(=O)[C@H](N)c1ccccc1
-18 | COc1ncccc1C(=O)N1CCOC(c2ccc(Cl)c(Cl)c2)C1 (configuration not stated)
-2 | Cc1ccc(C(=O)N(C)C2(C)CCS(=O)(=O)C2)cc1C (configuration not stated)
-4 | O=C(NCc1ccc(C(=O)N2CCCCC2)cc1)C1Cc2ccccc2O1 (configuration not stated)
-5 | CCn1cc(-c2cccnc2OC)cn1

# 6 compounds out of the list above, ordered by their value in mcGAS MS inh, low to high.
Molecule	mcGAS MS inh
COc1ncccc1C(=O)N1CCOC(c2ccc(Cl)c(Cl)c2)C1 (configuration not stated)	-18
CN(CCOc1ccccc1)C(=O)[C@H](N)c1ccccc1	-7
Cc1c(C)c(C)c(S(=O)(=O)NCCC(=O)N2CCOCC2(C)C)c(C)c1C	-6
O=C(NCc1ccc(C(=O)N2CCCCC2)cc1)C1Cc2ccccc2O1 (configuration not stated)	-4
CC(NC(=O)C(C)n1cccn1)c1ccc(Cl)cc1Cl (configuration not stated)	-1
CCC(C(=O)N1CCn2c(C(N)=O)cnc2C1)n1cccn1 (configuration not stated)	8

# The list goes on.
mcGAS MS inh | structure
-6&-3&6 | CC(C)COCC(CN(Cc1ccccc1)c1ccccc1)N1CCCC1 (configuration not stated)
-5 | CC(C)(C)C(=O)CN1C(=O)NC(C)(c2ccc(Br)cc2)C1=O (configuration not stated)
-23 | Cc1ccsc1S(=O)(=O)N1CCOC2(CNCCOC2)C1 (configuration not stated)
-4 | Cc1ccc(-n2cc(CNC(C)c3ncn[nH]3)c(-c3ccc(F)cc3)n2)cc1 (configuration not stated)
32 | Cc1ccc2c(CBr)cc(=O)[nH]c2c1
-2 | Cc1ccn2c(CNC(C)CCn3cccn3)c(C(=O)N3CCCCCC3)nc2c1 (configuration not stated)
-29 | Cc1nc2c(c(N3CCN(S(=O)(=O)N4CCCC4)CC3)n1)CCNC2
-2 | COC(=O)CCCC(=O)N1CCCC(C(=O)c2ccc3ccccc3c2)C1 (configuration not stated)
-6 | Cc1ccc(-c2ccccc2CN2CCN3C(=O)CNC(=O)C3C2)o1 (configuration not stated)
-6 | CNc1cncc(-c2ccc(S(C)(=O)=O)cc2)n1
4 | CCOc1ccc(S(=O)(=O)N2CCN(c3ccc(C)c(Cl)c3)CC2)cc1
-12 | O=C1OC(c2ccccc2)=NC1=C(Sc1ncccn1)c1ccccc1
-37 | CCCn1ncc(C(=O)N2CC[C@@H](c3sccc3C)[C@H](O)C2)c1C
-3 | CC(C)CNC(=O)CSCc1c(Cl)cccc1Cl
-10 | CC1CCN(c2nnc(C(=O)Nc3ccccc3)c3ccccc23)CC1
-1 | Cc1cc(C)n(-c2ccccc2C(=O)N2CCC(O)(c3ccc(Br)cc3)CC2)n1
5 | CC(=O)N(CCN1C(=O)c2ccccc2C1=O)c1ccc(C(C)(C)C)cc1
0 | Cc1cccc(N2C(=O)C3C4C=CC(C4)C3C2=O)n1 (configuration not stated)
-5 | COc1c(F)cc(-c2c(-c3ccccc3)ncn2CCC(C)O)cc1F (configuration not stated)
-16 | Cc1cc(C(C)(C)C)oc1C(=O)N1CCNCC1
-5 | Cc1cc(C)c2c(c1)/C(=N\N1CCCCC1)C(=O)N2
-3 | Cn1c(-c2ccccc2)c[nH]c1=S
6 | Cc1nc(-c2ccccc2)sc1C(=O)NCCCn1nc(-c2ccco2)ccc1=O
-3 | COc1cccc(-c2ccc(NC(=O)C3CCCN(Cc4cnc(N(C)C)s4)C3)cc2)c1 (configuration not stated)
-15 | CC(C)CC(C)N(c1ccc2[nH]ccc2c1)S(C)(=O)=O (configuration not stated)
-15 | Cc1ccc(F)cc1NC(=O)CNC(=O)c1cccc(-c2ncc[nH]2)c1
-1 | N#Cc1c(-c2ccccc2)cc(=O)n2c1[nH]c1ccccc12
-15&-4 | O=c1c2ccccc2cc(Br)c2sccc12
-3 | COc1ccc(Nc2cn[nH]c(=S)n2)cc1
2 | OC[C@@H](Cc1ccccc1)NC[C@@H]1CCCN2CCCC[C@H]12
0 | Cc1ccc(C(=O)N(C)C)cc1NS(=O)(=O)/C=C/c1ccccc1
-2 | CCS(=O)(=O)c1ccc(CC(=O)N(C)C2CCCCC2C)cc1 (configuration not stated)

# A section taken from the entries so far, for reference:
mcGAS MS inh | structure
-9 | COc1ccc(N2CCN(C(=O)C3CC=CCC3C(=O)NC(c3ccccc3)c3ccccc3)CC2)cc1 (configuration not stated)
4 | Cc1cc2nc(CN3CCc4onc(-c5ccccc5)c4C3)cc(=O)n2[nH]1
-7 | CSc1ccc(CN2C(=O)C(C)ON=C2c2ccncc2)cc1 (configuration not stated)
-7 | Cc1noc(C)c1CSCC(=O)N1CCCc2c(F)cc(F)cc21

# Following part
mcGAS MS inh | structure
-3 | COc1ccc(C2Nc3ccccc3C(=O)N2c2ccc(Cl)cc2)cc1COc1ccccn1 (configuration not stated)
-3 | CCc1ccccc1OCCCN(C)C(=O)[C@@H]1C[C@@H](O)CN1
-13 | COc1ccccc1NC(=O)C1CCN(C(=O)C2CC3CCC2C3)CC1 (configuration not stated)
-9 | Cc1oc(-c2cccs2)nc1CN1CCNC(C(=O)N2CCCC2)C1 (configuration not stated)
-2 | C=CCNC(=O)CSc1nnc2n(CCCC)c(=O)c3ccccc3n12
-6 | NS(=O)(=O)C#Cc1ccccc1
-5 | CCOC(=O)C1C(=O)CSC1=Nc1ccc(Cl)cc1 (configuration not stated)
-4 | COc1cc(OC)cc(C(=O)NCC2CCCN(Cc3ccncc3)C2)c1 (configuration not stated)
2 | O=C(Cn1cnc2c(nnn2-c2ccccc2)c1=O)NCc1ccc2c(c1)OCO2
12 | CCC(OC1CCCC1)C(=O)N1CCC(n2cc(C)cn2)CC1 (configuration not stated)
-6 | Cc1cc(CSc2ccc(S(=O)(=O)N3CCCC3)cn2)no1
-6 | CC(C)(C)CC(C)(C)c1cc(Cc2cc(C(C)(C)CC(C)(C)C)cc(-n3nc4ccccc4n3)c2O)c(O)c(-n2nc3ccccc3n2)c1
-5 | CCN(Cc1cc(C(C)(C)C)n[nH]1)Cc1c(C)nn(CC)c1C
-3 | CN1CCN(C(=O)C/C=C/c2ccc(F)cc2)C(C)(C)C1=O
-9 | COc1ccc(CCN2C(=O)CC(N(C)Cc3ccsc3)C2=O)cc1 (configuration not stated)
-1 | N#Cc1ccc(CSc2nnc(C3CC3)n2C2CC2)cc1
13 | CC1CCCN(c2nc3ccsc3c(=O)s2)C1 (configuration not stated)
-11 | Cc1nc2ncc3c(=O)n(CCCN(C)C)ccc3n2n1
-26 | CC(OC(C)(C)C)C(NC(=O)OCc1ccccc1)C(=O)OCc1ccc([N+](=O)[O-])cc1 (configuration not stated)
-1 | O=C(CCN1CCCO1)N1CC[C@@H](c2ccc3ccccc3c2)[C@H](O)C1
-5 | c1ccc2cc(-c3cnc(NCCN4CCOCC4)cn3)ccc2c1
2 | CC(C)Cn1c2c(=O)[nH]c(=O)n(C)c2n2c(-c3ccccc3Cl)nnc12
-15 | CN1CCC(n2cnc(-c3ccccc3)c2-c2cc3ccccc3[nH]2)CC1
-9 | CC(C)(C)c1ccc(S(=O)(=O)CC2CSc3nnc(N)n32)cc1 (configuration not stated)
-7 | COc1ccc(NCCn2c(C)c(C)n3c4c(=O)n(C)c(=O)n(C)c4nc23)c(OC)c1
-9 | O=[N+]([O-])c1ccc(Nc2ccccc2)c([N+](=O)[O-])c1
3 | CC1CCN(Cc2nnnn2CC(=O)NCCCOc2cccnc2)CC1
-19 | CCc1nc(N)sc1C(=O)N1CCC(O)(c2ccccc2C)C1 (configuration not stated)
-13 | Cc1ccc(-c2cccc(C(=O)NCCSc3nnnn3C)c2)o1
-9 | CN(C(=O)C1CCN(S(C)(=O)=O)CC1)c1ccccc1
4 | CCC(C(=O)O)n1ccsc1=NC(=O)c1ccc(Cl)c(Cl)c1 (configuration not stated)
-7 | COc1cccc(C2c3cccn3CCCN2Cc2ccc(F)c(Cl)c2)c1OC (configuration not stated)
-6 | CC(C)c1noc(C(C)N2CCCC(C(=O)N3CCCCCC3)C2)n1 (configuration not stated)
16 | Nc1cc(S(=O)(=O)Nc2ccc(Cl)cc2)ccc1Cl
-5 | CC(C)(C)C(=O)N1CCN(C(C(=O)NCc2ccncc2)C2CCCC2)CC1 (configuration not stated)
-8 | CC1=CC(=O)C2C3C=CC(C3)C2C1=O (configuration not stated)
-2 | COc1ccc(CN(C)C(C)C(=O)Nc2ccccc2C(F)(F)F)c(OC)c1 (configuration not stated)
-5 | CCOCCn1c(=NC(=O)c2ccccc2S(C)(=O)=O)sc2cc(F)cc(F)c21
6 | c1ccc(CCC2CCCNC2)cc1 (configuration not stated)
